TEAD-YAP block: TEAD-YAP interaction inhibition; HEK-TIYL cells, TEAD-Gal4/YAP UAS-luciferase luminescence; inhibition, % at 9.12 µM; 1.4% of 640,000 active; in the data active = inhibition above about 32%;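 also: 0% = median of test compound wells and 100% = reference inhibitor wells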
GPR151 ag: activators of human GPR151. AID 1508602. Q8TDV0. PathHunter beta-arrestin GPR151 cells, luminescence. 1% of 650,000 active. activation, % at 11.2 µM; in the data active = activation above about 4.9%;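 also: 0% = median of compound wells and 100% = cells with positive control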
Target sequence (Q8TDV0 whole entry, looked up): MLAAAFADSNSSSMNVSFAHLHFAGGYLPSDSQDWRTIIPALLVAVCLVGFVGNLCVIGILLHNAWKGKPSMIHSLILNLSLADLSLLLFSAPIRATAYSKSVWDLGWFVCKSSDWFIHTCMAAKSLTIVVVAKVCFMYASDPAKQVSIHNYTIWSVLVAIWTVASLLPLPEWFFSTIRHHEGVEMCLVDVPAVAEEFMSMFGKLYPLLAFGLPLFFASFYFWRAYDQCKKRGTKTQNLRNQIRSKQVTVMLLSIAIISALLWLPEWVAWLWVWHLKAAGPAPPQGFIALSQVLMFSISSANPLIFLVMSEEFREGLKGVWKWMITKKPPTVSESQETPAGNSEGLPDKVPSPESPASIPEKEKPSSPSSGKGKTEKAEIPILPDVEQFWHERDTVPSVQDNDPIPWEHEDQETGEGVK
FBW7 act: activators of human E3 ligase FBW7 | Q969H0 | AlphaScreen FBW7–phospho-cyclin E peptide binding, activator screen | normalized activity (activation), % at 26.1 µM | 0.13% of 650,000 active | AID 1259310; in the data active = normalized activity above about 1.9%;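 also: purified mutant Fbw7 with reduced substrate affinity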
MITF inh: blocks human microphthalmia-associated transcription factor. inhibition, % at 2.6 µM. AID 1259374. AlphaScreen MITF homodimerization, bead proximity signal. 0.91% of 650,000 active; in the data active = inhibition above about 50%;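 also: 0% = vehicle wells with protein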
The depositor's hits bear a star.

SMILES	TEAD-YAP block	GPR151 ag	FBW7 act	MITF inh
O=C(CCC(=O)N1CCOCCN(C(=O)CCC(=O)OCc2ccccc2)CCOCC1)OCc1ccccc1	3	-1.6	0.2	1
Cc1ccc(C)c(Cn2c(C)c(CNCCc3ccc(Cl)cc3)c(C(=O)O)c2C)c1	10	0.6	-0.1	-1
Cc1ccc(C(=O)C(C)OC(=O)C2CC(=O)N(C3CCCCC3)C2)cc1 (centres undefined)	8	0.5	0.0	-4
CC(C)CCn1c(SCC(=O)c2cccc([N+](=O)[O-])c2)nc2ccsc2c1=O	10	2.6	-0.1	0
CN(Cc1cccc(OC2CCN(C(=O)C3CC3)CC2)c1)Cc1cccc2ncccc12	31	3.0	0.1	13
CC(C)NC(=O)CSc1nnc2n(CC(=O)NC3CCCCC3)c3ccccc3n12	-2	-0.5	0.4	8
CNC(=O)CN(c1ccc(F)cc1)S(=O)(=O)c1ccc(OC)c(OC)c1	9	-1.7	0.2	14
Cc1cc(NC(=O)Cn2c(=O)oc3ccccc32)ccc1N1C(=O)c2ccc(Cl)cc2C1=O	10	-0.3	0.4	8
CC1(C)CC2(CCO1)NN=C(c1ccccc1)S2 (centres undefined)	-19	-1.2	-0.2	-4
O=C(CN1CCc2nc3ccncc3cc2C1)c1ccc(N2CCCC2)cc1	4	0.7	0.1	8
COc1ccc(/C=C/C(=O)NNC(=O)COc2cccc(C(F)(F)F)c2)cc1	15	-0.6	-0.1	0
CCCn1cc(SCC(=O)Nc2sc3c(c2C(=O)OCC)CCCCC3)c2ccccc21	4	-0.3	0.0	-1
O=C(Nc1ccccc1Oc1ccc(Br)cc1)c1ccccc1	-6	-0.4	0.0	3
CN1C(c2ccccc2)=Nc2cccc3cccc1c23	-18	0.7	0.0	7
COc1ccc2[nH]cc(NC(=O)NCCCN3CCOCC3)c(=O)c2n1	-7	-1.2	-0.1	6
CC(=O)c1ccc(-c2cc(F)cc3c2OC(CNC(=O)c2ccc(C)nc2)C3)s1 (centres undefined)	2	1.9	-0.1	-3
CC(C)c1ccc(NC(=O)CNC(=O)Cn2cnc3ccccc3c2=O)cc1	9	0.8	-0.1	-6
O=C(CN1CCOCC1)Nc1ccc2nc3n(c(=O)c2c1)CCCCC3	14	0.2	0.6	19
COc1ccc(-c2csc(NC(=O)c3ccc(C(=O)c4ccccc4)cc3)n2)cc1	-3	0.7	-0.1	-7
Cc1ccc(NC(=O)C2C3C=CC4(O3)C2C(=O)N(Cc2cccnc2)C4C(=O)NC2CCCCC2)cc1 (centres undefined)	5	-1.3	0.0	11
CCOC(=O)c1cc(CC)sc1NC(=O)c1ccc(N2CCN(Cc3ccccc3)CC2)c([N+](=O)[O-])c1	-5	-0.2	0.6	16
CCOc1cc(/C=N/NC(=O)c2cccnc2)cc(Cl)c1O	4	2.1	-0.2	4
Cc1ccc(-c2c(C#N)c(N)nc(SC3CC(=O)N(c4ccc(Br)cc4)C3=O)c2C#N)cc1 (centres undefined)	-2	2.0	0.0	1
O=C(Cn1c2ccccc2n2nc(-c3cccs3)nc12)c1ccccc1	-7	0.5	-0.2	-3
COc1cc2ccccc2cc1C(=O)N/N=C/c1ccc2c(c1)OCO2	-10	-0.1	0.1	7
CC(C)C(=O)N1CCN(c2ccc(NC(=O)Cc3ccccc3)cc2Cl)CC1	14	-0.5	-0.1	-2
Cc1c(CNC(=O)c2ccc([N+](=O)[O-])cc2)cnn1C	6	-0.4	0.0	5
CCCCC(=O)Nc1ccc(Cl)c(-c2nc3cc(C)cc(C)c3o2)c1	-2	0.9	0.0	9
COC(=O)c1ccc(NC(=O)Cn2cnc3c(cnn3-c3ccc(C)c(C)c3)c2=O)cc1	23	-0.1	0.2	-6
CCOC(=O)C1=CN(C)C=C(C(=O)OCC)C1c1cc2c(cc1Br)OCO2	7	-1.0	0.6	11
O=C(CN1CCC(n2cnc3cccnc32)CC1)Nc1ccc(OCc2ccccc2)cc1	4	0.2	0.1	4
O=C(Cn1c(=O)oc2ccccc21)Nc1nc(-c2ccc(Cl)cc2)cs1	12	-0.7	0.0	-9
COc1cc(C2Nc3cc(C)ccc3NC3=C2C(=O)CC(c2ccccc2)C3)cc(OC)c1OC (centres undefined)	12	-0.6	0.0	16
CCOc1ccc(Nc2cc(N3CCCCC3)c3nonc3c2[N+](=O)[O-])cc1	2	-0.7	-0.2	-6
CCOC(=O)C1=C(C)Nc2ccccc2N/C1=N\S(=O)(=O)c1cccc(Cl)c1	-1	0.8	0.0	1
CC1=C(C(=O)N(C)C)C(c2ccc(C)cc2)NC(=S)N1 (centres undefined)	-1	-1.5	0.0	-5
CCN(C(=O)Cc1nc(-c2ccc(OC)cc2)no1)c1cc(C)ccc1C	-3	1.2	-0.1	10
COc1cccc(/C=N/NC(=O)/C(=C/c2ccccc2)NC(=O)c2ccccc2)c1O	21	2.1	0.0	-66
CC(=O)Nc1ccccc1Sc1ccccc1	-6	-0.6	0.1	-3
Cc1ccccc1C(=O)N(c1ccc(Cl)cc1)C1C=CS(=O)(=O)C1 (centres undefined)	-17	-0.4	0.1	-4
NC(=O)c1ccc(NC(=O)COC(=O)c2ccccc2Nc2ccc(F)cc2)cc1	3	-1.7	-0.1	5
c1ccc(C2CNCCc3ccccc32)cc1 (centres undefined)	8	1.9	-0.2	-3
Cc1cccn(CC(=O)c2ccc(-c3ccccc3)cc2)c1=N	4	-5.0	0.2	-7
CC1(C)CC(=O)C2=C(C1)OC(N)=C(C#N)C2c1ccccc1OCc1ccccc1Cl (centres undefined)	10	0.2	0.0	2
O=C(NCc1cccs1)NC12CC3CC(CC(C3)C1)C2	6	1.0	0.0	-1
O=C(/C=C/c1ccccc1[N+](=O)[O-])N1CCN(c2ccccc2F)CC1	-4	1.6	-0.2	20
CC1=CC(c2ccccc2)n2nnnc2N1 (centres undefined)	-6	-1.2	-0.2	-11
CCn1c(CNC(=O)c2ccc(C)cc2)nnc1SCC(=O)NCCc1ccccc1	5	3.0	-0.1	12
O=C(c1cc2ccccc2o1)N1CCN(c2ccc([N+](=O)[O-])cc2)CC1	4	0.4	0.2	14
Clc1ccc2nc(N3N=C(c4cccs4)CC3c3ccco3)nc(-c3ccccc3)c2c1 (centres undefined)	4	1.7	-0.2	-9

Sorted by molecular weight (descending): 5 of the compounds above.
SMILES	TEAD-YAP block	GPR151 ag	FBW7 act	MITF inh
Clc1ccc2nc(N3N=C(c4cccs4)CC3c3ccco3)nc(-c3ccccc3)c2c1 (centres undefined)	4	1.7	-0.2	-9
CC1(C)CC(=O)C2=C(C1)OC(N)=C(C#N)C2c1ccccc1OCc1ccccc1Cl (centres undefined)	10	0.2	0.0	2
O=C(c1cc2ccccc2o1)N1CCN(c2ccc([N+](=O)[O-])cc2)CC1	4	0.4	0.2	14
Cc1cccn(CC(=O)c2ccc(-c3ccccc3)cc2)c1=N	4	-5.0	0.2	-7
O=C(NCc1cccs1)NC12CC3CC(CC(C3)C1)C2	6	1.0	0.0	-1

(continued)
SMILES	TEAD-YAP block	GPR151 ag	FBW7 act	MITF inh
Cc1cccc(-n2nc3c(c2NC(=O)c2ccccc2F)CS(=O)(=O)C3)c1C	3	-0.7	-0.2	6
O=S(=O)(c1ccccc1)N1CCN(c2cc(Cl)ccc2Cl)CC1	5	-1.4	-0.1	0
Cc1ccc(OCC(O)CN2CCN(CCO)CC2)cc1C (centres undefined)	6	0.4	0.3	1
CC(=O)c1ccc(OCC(O)Cn2c(CO)nc3ccccc32)cc1 (centres undefined)	8	1.2	0.0	5
O=C(CCSCc1ccccc1F)N1CCC2(CC1)OCCO2	-51	0.9	-0.1	5
CCOC(=O)c1cnc2c(C)c(Cl)ccc2c1Nc1cc(C)ccc1OC	-3	-0.2	0.4	11
O=C(NCCc1ccccc1)/C(=N\O)c1ccccc1	-57	-0.8	0.0	8
O=C(CCc1nc2ccccc2[nH]1)N1CCN(c2cccc(Cl)c2)CC1	15	-0.5	-0.2	5
Cc1nonc1C(=O)N/N=C/c1cc2c(cc1Br)OCO2	-1	0.2	0.0	0
CC(C)(C)c1ccc(OCc2nnc3n2N=C(c2ccc(OC(F)F)cc2)CS3)cc1	11	0.8	0.0	2
O=c1c2ccccc2nc(SCc2ccccc2F)n1-c1ccccc1	-3	-0.5	0.3	-7
COc1cc(/C=C2/N=C(c3cccc(Cl)c3Cl)OC2=O)cc(OC)c1OC	-2	0.0	0.1	0
CCCN(CCC)C(=O)c1c(NC(=O)c2ccccc2F)sc2c1CCCCC2	5	1.0	0.0	-1
O=C(O)CCCN1C(=O)c2cccc3c(Br)ccc(c23)C1=O	0	0.7	-0.2	16
COc1cc(NC(=O)c2ccc(-c3cccc([N+](=O)[O-])c3)o2)ccc1NC(=O)c1ccco1	23	-0.1	0.0	5
CN(CC(=O)NC(C)(C)C)S(=O)(=O)c1cccs1	-3	-2.1	-0.1	-8
Cc1cccc(C)c1N1C(=O)C2CC=CCC2C1=O (centres undefined)	-14	-1.1	0.9	15
COc1ccc(Nc2nccn3c(-c4ccco4)cnc23)cc1	-5	-2.0	0.1	10
CCC(CC)C(=O)NCc1ccncc1	-10	-0.5	-0.1	0
O=C(CCc1ccncc1)NCCN1Cc2ccccc2OC(c2ccccc2F)C1 (centres undefined)	11	-1.1	-0.1	-4

Another view of some results above.
| SMILES | TEAD-YAP block | GPR151 ag | FBW7 act | MITF inh |
| --- | --- | --- | --- | --- |
| CN(CC(=O)NC(C)(C)C)S(=O)(=O)c1cccs1 | -3 | -2.1 | -0.1 | -8 |
| Cc1cccc(C)c1N1C(=O)C2CC=CCC2C1=O (centres undefined) | -14 | -1.1 | 0.9 | 15 |
| COc1ccc(Nc2nccn3c(-c4ccco4)cnc23)cc1 | -5 | -2.0 | 0.1 | 10 |
| CCC(CC)C(=O)NCc1ccncc1 | -10 | -0.5 | -0.1 | 0 |
| O=C(CCc1ccncc1)NCCN1Cc2ccccc2OC(c2ccccc2F)C1 (centres undefined) | 11 | -1.1 | -0.1 | -4 |

Next part
SMILES	TEAD-YAP block	GPR151 ag	FBW7 act	MITF inh
O=C(Nc1ccccc1-c1nc2ccccc2[nH]1)C1CCCN1S(=O)(=O)c1ccc(F)cc1 (centres undefined)	8	-1.0	0.1	-10
CCOC(=O)CSc1nc2cc(C(=O)N3CCOCC3)ccc2c(=O)n1C1CCCCC1	5	1.8	0.0	17
O=C(CNCCN1CCOCC1)Nc1ccc(OC(F)(F)F)cc1	0	-0.9	0.7	60*
C=CCOC(=O)c1cn(CC)c2nc(C)ccc2c1=O	0	-0.5	-0.2	-17
CCOc1ccccc1-c1noc(-c2cccs2)n1	-17	1.9	-0.2	-9
O=C(CN1CCc2ccccc21)NC(=O)NCc1ccco1	-1	-1.2	-0.1	0
CCOC(=O)Nc1ccc(Br)cc1F	9	1.6	-0.1	7
COc1cc(-c2cn[nH]c2)ccc1NC(=O)C1Cc2cc(O)ccc2CN1 (centres undefined)	-7	0.1	0.1	27
CC(=O)Nc1ccc(NC(=O)CN2C(=O)CC(C)Sc3ccccc32)cc1 (centres undefined)	-5	-0.8	0.0	-10
CC(C)C(=O)Oc1ccc2c(=O)c(Oc3ccc(C(C)(C)C)cc3)coc2c1	0	-0.5	-0.1	11
